Hsp70 inhibitors = small molecules displacing fluorescent ligand from Hsp70 – biochemical, fluorescence polarization, primary screen (AID 583) | 140,000 compounds, 0.06% hits | displacement, % at 20 µM, or IC50 in µM where a hit was titrated | Hsp70 fluorescence polarization probe displacement, mP; higher % means a stronger effect; in the data active means displacement above about 50%;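 further: plate controls were vehicle for no effect and reference ligand for full effect; a part of the inactive calls stands beside numbers as strong as those of hits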
MKP-3 inhibition = MKP-3 phosphatase inhibitors, primary screen, biochemical, rat enzyme, in vitro (AID 425); inhibition, % at 20 µM; hits with a dose series show IC50 in µM; 110,000 compounds, 0.17% hits; recombinant MKP-3 phosphatase activity, fluorescence; higher % means a stronger effect; in the data active means inhibition above about 50%;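 further: plate controls were vehicle for no effect and reference inhibitor for full effect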
Active calls of the source: *; · = no result given; & = joins results of further samples.

Hsp70 inhibitors | MKP-3 inhibition | Molecule
3.3% | 8% | Cc1ccc(C(C)C)c(OCCNC(=S)Nc2cccc3ccccc23)c1
2.8% | · | COc1cc(/C=N/Nc2nc(N3CCCC3)nc(N3CCCC3)n2)ccc1O
-0.2% | 6% | CCOC(=O)CC1=NC(=O)CS1
-6.9% | -9% | COC(=O)c1ccccc1NC(=O)c1cc(C2CC2)on1
-5.1% | -6% | Cc1ccc2c(c1)nnn2C1CCN(CC(=O)NCCc2nc3ccccc3[nH]2)CC1
-8.1% | 7% | CCCC1=NN2C(=N)/C(=C/c3ccc(-c4ccc(Cl)cc4Cl)o3)C(=O)N=C2S1
2.3% | 8% | CC(=O)c1sc(NC(=O)c2ccccc2F)nc1C
4.9% | 6% | O=C(N/N=C/c1cccc(O)c1O)c1ccc(-c2ccccc2)cc1
0.1% | · | COc1ccc(N=C2SC(C(N)=O)CC(=O)N2CCc2ccc(OC)c(OC)c2)cc1 (configuration not stated)
· | 2% | Oc1ccc(Br)cc1CN1CCN(C2CCN(Cc3ccccc3)CC2)CC1
3.7% | -4% | NCC(O)COc1ccc2c(c1)OCO2 (configuration not stated)
-9.5% | 6% | COc1cc(/C=C/C(=O)c2ccc(F)cc2)cc(OC)c1OC
10% | -16% | Cc1ccc(C(=O)Nc2ccccc2C(=O)NCc2ccco2)cc1S(=O)(=O)N1CCCCC1
-2.9% | 2% | Cn1ccnc1SCN1C(=O)c2ccccc2C1=O
-7.1% | 0% | O=C(Oc1ccc(/C=C2/SC(=S)N(c3ccccc3)C2=O)cc1)c1cccc([N+](=O)[O-])c1
-2.3% | 0% | NS(=O)(=O)c1ccc(NC(=S)Nc2ccccc2)cc1
0.7% | 3% | Cc1cc(C(=O)N/N=C/c2ccccc2[N+](=O)[O-])n[nH]1
-3.4% | -2% | O=C(CCn1c(=O)oc2ccccc21)Nc1nccs1
1.3% | -9% | Cc1nc2cc(NC(=O)COc3ccc(C#N)cc3)ccc2n1-c1ccccc1
-5.3% | 3% | c1ccc(-c2nc[nH]c2-c2ccccc2)cc1
-1.4% | -7% | Cc1ccc(-c2nn3c(C)nnc3s2)cc1NCc1c(F)cccc1Cl
-5.1% | 1% | O=C1CC(c2ccccc2)CC2=C1C(c1cc([N+](=O)[O-])ccc1Cl)Nc1ccccc1N2 (configuration not stated)
· | -1% | CCOc1ccc2nc(NC(=O)C(CCSC)NS(=O)(=O)c3cccs3)sc2c1 (configuration not stated)
· | -12% | N#CC(C(=O)Nc1cccc(Cl)c1)=C1Nc2ccccc2N1
-2.6% | · | CCOC(=O)c1ccc(N=C2C(=S)N(c3ccc(C(=O)OCC)cc3)C(=N)N2/N=C/c2ccccc2)cc1
-2.8% | -6% | CC(C)CCn1c(CN2CCN(Cc3ccccc3)CC2)nc2c1c(=O)n(C)c(=O)n2C
0.3% | 0% | Cc1ccc(C(C)NC(=O)c2ccccc2)c(C)c1 (configuration not stated)
1.7% | -15% | CCOC(=O)N1CCN(C(=O)c2cc(Cl)c(Cl)cc2C(=O)O)CC1
0.5% | -11% | COCc1c(Br)c(C)nc(OCC(=O)O)c1C#N
-5.6% | · | Cn1c(Cc2ccccc2)nnc1SCC(=O)N1CCCCC1
-1.0% | 3% | N#CC1=C(N)Oc2cc(O)ccc2C1C1CC=CCC1 (configuration not stated)
· | 4% | Nc1ccc2nc(-c3ccc(Cl)cc3)[nH]c2c1
2.9% | -2% | Cc1ccc(S(=O)(=O)NC(C)c2ccccc2)cc1 (configuration not stated)
2.0% | -2% | COc1cccc(C=NCCNC(=O)c2nonc2N)c1O
-0.9% | -5% | O=C(c1ccc2c(c1)OCO2)N(c1ccccc1)C1C=CS(=O)(=O)C1 (configuration not stated)
-1.6% | 4% | CCOc1ccccc1C(=O)Nc1ccc(Cl)cc1[N+](=O)[O-]

Two records picked at random from the list so far, as already listed:
Hsp70 inhibitors | MKP-3 inhibition | Molecule
-9.5% | 6% | COc1cc(/C=C/C(=O)c2ccc(F)cc2)cc(OC)c1OC
· | -1% | CCOc1ccc2nc(NC(=O)C(CCSC)NS(=O)(=O)c3cccs3)sc2c1 (configuration not stated)

Next section
Hsp70 inhibitors | MKP-3 inhibition | Molecule
-2.4% | -2% | Cc1ccc(OCC(=O)Nc2ccccc2-c2ccccc2)cc1
3.0% | 0% | Cc1ccc(OCC(=O)Nc2ccccc2[N+](=O)[O-])c(C)c1
-4.7% | · | O=C1NC(=O)/C(=C\c2ccc(Sc3ccc(Cl)cc3)o2)N1
-1.0% | 3% | CCOC(=O)c1c(NC(=O)c2cccs2)sc(C(=O)Nc2ccc3c(c2)OCO3)c1C
-5.5% | 1% | CCOC(=O)N1CCN(C(=O)C2CCCN(S(C)(=O)=O)C2)CC1 (configuration not stated)
5.6% | 2% | CN1C(=O)C(O)(CC(=O)c2ccc(F)cc2)c2cc(Br)ccc21 (configuration not stated)
2.8% | 2% | O=C(/C=C/c1ccc([N+](=O)[O-])cc1)NC1CCCCC1
0.8% | 3% | COc1ccc(S(=O)(=O)NCCCCNS(=O)(=O)c2ccc(OC)cc2)cc1
-4.5% | · | CC(=O)c1ccc(N2CCN(c3ncc(C(F)(F)F)cc3Cl)CC2)cc1
4.7% | 2% | O=C(Nc1cccc(Cl)c1)C1CC1(c1ccccc1)c1ccccc1 (configuration not stated)
4.3% | · | O=C(Nc1ccc(Cl)cc1)NC1CCCCC1Cc1ccco1 (configuration not stated)
1.3% | 0% | Cc1cc(Cl)ccc1OCC(=O)NNC(=O)c1cccnc1
0.0% | -2% | CCn1nc(C(=O)N2CCc3ccccc3C2)c2ccccc2c1=O
0.0% | 4% | Cc1c(OCC(=O)O)ccc2c3c(c(=O)oc12)CCCC3
3.5% | -9% | CCC(C)(C)n1nnnc1CN1CCC(c2nc3ccc(C)cc3[nH]2)CC1
-2.3% | 6% | O=C(CN1C(=O)S/C(=C/c2ccccc2F)C1=O)Nc1ccccc1C(=O)O
-8.0% | -2% | CC(C)c1nc(SCC(=O)Nc2cccc(C(F)(F)F)c2)c2c(=O)n(C)c(=O)n(C)c2n1
2.1% | -7% | OCCCN1c2ccccc2Nc2nnc(-c3ccccc3)cc21
-0.7% | -3% | CC(C)c1ccccc1NC(=O)c1ccco1
4.7% | -5% | CCCn1c(/N=C/c2cc(OC)ccc2O)nc2ccccc21
-6.6% | 5% | COc1ccc(CNC(=O)c2cnn3c(C(F)(F)F)cc(-c4ccc(OC)cc4)nc23)cc1
1.5% | -2% | CCOC(=O)N1CCN(C(=O)Cc2ccc(-n3c(=S)[nH]c4ccccc4c3=O)cc2)CC1
3.1% | · | COc1ccc(OC)c(/C=N/N(C)c2ccccc2)c1
-1.1% | · | Cc1cc(C)nc(N(C#N)CCOc2ccc(Cl)cc2)n1
-2.0% | 4% | N/C(=N\c1nc(C(F)(F)F)cc(=O)[nH]1)Nc1ccc(Cl)cc1
1.2% | · | CC1(C)NC(=O)N(CC(=O)OCC(=O)Nc2cccc(F)c2)C1=O
-1.3% | · | O=C1C2Sc3[nH]c(=O)sc3C(c3ccccc3)C2C(=O)N1c1ccc(Cl)cc1 (configuration not stated)
-0.9% | 4% | COc1ccc(C(c2cc(C(C)(C)C)c(O)c(C(C)(C)C)c2)N2CCOCC2)cc1 (configuration not stated)
-4.5% | -8% | Cc1cccn2c(=O)c(C=Nc3c(C)n(C)n(-c4ccccc4)c3=O)c(N3CCCC3)nc12
-4.7% | -4% | O=C(CN1CCN(c2ccccn2)CC1)NCc1cccs1
0.6% | 4% | COc1cc(C2/C(=C(\O)c3ccc(Cl)cc3)C(=O)C(=O)N2CCCCCC(=O)O)ccc1O (configuration not stated)
-3.2%&2.1% | -3%&-2% | O=C(Nc1ccc(S(=O)(=O)N2CCOCC2)cc1)c1cccs1
0.1% | 0% | Cc1ccc(NC(=O)C2CCCN2S(=O)(=O)c2ccc(C)cc2)cc1 (configuration not stated)
5.5% | · | CCN(CC)c1ccc(NC(=O)c2cccnc2)c(C)c1
0.7% | 3% | O=S(=O)(NC1CCCCC1)c1ccc(S(=O)(=O)N2CCN3CCCC3C2)cc1 (configuration not stated)
-3.2% | 3% | COC(=O)c1c(-c2ccccc2Cl)csc1NC(=O)/C=C/C(=O)O

3 of the entries above in order of the Hsp70 inhibitors value, descending.
structure	Hsp70 inhibitors	MKP-3 inhibition
CCN(CC)c1ccc(NC(=O)c2cccnc2)c(C)c1	5.5%	·
O=S(=O)(NC1CCCCC1)c1ccc(S(=O)(=O)N2CCN3CCCC3C2)cc1 (configuration not stated)	0.7%	3%
N/C(=N\c1nc(C(F)(F)F)cc(=O)[nH]1)Nc1ccc(Cl)cc1	-2.0%	4%

Another view of five compounds above.
Every second line gives: Hsp70 inhibitors | MKP-3 inhibition
CC1(C)NC(=O)N(CC(=O)OCC(=O)Nc2cccc(F)c2)C1=O
→ 1.2% | ·
O=C1C2Sc3[nH]c(=O)sc3C(c3ccccc3)C2C(=O)N1c1ccc(Cl)cc1 (configuration not stated)
→ -1.3% | ·
COc1ccc(C(c2cc(C(C)(C)C)c(O)c(C(C)(C)C)c2)N2CCOCC2)cc1 (configuration not stated)
→ -0.9% | 4%
Cc1cccn2c(=O)c(C=Nc3c(C)n(C)n(-c4ccccc4)c3=O)c(N3CCCC3)nc12
→ -4.5% | -8%
O=C(CN1CCN(c2ccccn2)CC1)NCc1cccs1
→ -4.7% | -4%

Carrying on.
Hsp70 inhibitors | MKP-3 inhibition | Molecule
-2.6% | · | O=C(OCc1ccccn1)c1ccc(COc2ccccc2Cl)o1
-0.1% | · | Cc1ccc(-n2ccc(=O)c(C(=O)O)n2)cc1
3.1% | 3% | CCOC(=O)c1cnc2c(C#N)c(C)nn2c1C
-1.9% | · | O=C(Nc1ccc2nc(-c3cccnc3)[nH]c2c1)c1ccccc1F
3.1% | 0% | O=C(c1ccc(F)cc1)N1CCN(Cc2ccco2)CC1
-2.8% | -3% | CCN1CCN(CC(O)COCc2ccccc2)CC1 (configuration not stated)
-0.3% | 5% | CCc1cccc(NC(=O)CN(C)S(=O)(=O)c2cccc3nsnc23)c1
11% | · | N#Cc1c(N)sc2c1CCN(CCc1ccccc1)C2
-3.6% | 0% | O=C(CSc1nc2sc3c(c2c(=O)n1-c1ccccc1)CCCC3)NCCO
0.2% | 1% | Nc1cc(=O)[nH]c(SCc2ccccc2)n1
2.1% | -2% | CCc1ccc(/C(C)=N/Nc2cc(-c3ccccc3)nc(C)n2)cc1
1.5% | -4% | Cc1ccccc1N1CCN(C(=S)c2ccccc2)CC1
4.9% | -2% | Nc1nnnn1/N=C/c1ccccc1C(F)(F)F
-6.1% | 0% | Cn1c(=O)n(CCOc2ccc(Br)cc2)c2ccccc21
-1.9% | -8% | CCCCC(=O)NCCc1cc2ccc(OC)cc2[nH]c1=O
-2.3% | -1% | Cc1nnc2n1N=CC=C(C(C)(C)C)S2
1.5% | -8% | O=C(Nc1ccc2nsnc2c1)c1ccc2c(c1)OCO2
2.8% | -4% | COC(=O)CN1C(=O)/C(=C/c2ccccn2)SC1=S
-2.8% | -8% | C=CCn1c(SCc2cc(=O)n3ccsc3n2)nc2scc(C3CC3)c2c1=O
-0.1% | -6% | Cc1ccc2cc(CN(C(=O)C3CCCO3)C3CCCCC3)c(=O)[nH]c2c1 (configuration not stated)
-0.5% | 0% | Cc1nn(CC(=O)N(C)C)c(=O)c2ccccc12
3.9% | 1% | C=CCNC(=O)COc1ccc(Br)cc1
-1.0% | 1% | COc1ccc(/C=C2\SC(N3CCN(C(=O)CCCN4C(=O)/C(=C/c5cccs5)SC4=S)CC3)=NC2=O)cc1
-0.7% | -3% | CN(C)CCOCCP(=O)(c1ccccc1)c1ccccc1
1.4% | -6% | CC(=O)N1CCN=C1SCc1ccc(Cl)cc1
0.4% | -1% | Cc1ccc(S(=O)(=O)N/N=C/c2ccc(-c3ccc([N+](=O)[O-])cc3C)o2)cc1
1.3% | -7% | Cn1c(=O)c2c(nc(NCCNC(=O)c3ccco3)n2Cc2ccccc2Cl)n(C)c1=O
-1.0% | · | Cc1nn(-c2cc(C)c3ccccc3n2)c2c1C1C(C2)C1(C)C (configuration not stated)
-1.3% | · | O=c1[nH]ncc(N/N=C/c2ccccc2)c1Cl
-4.1% | -4% | CCC(OC(=O)c1ccco1)C(=O)NCc1ccco1 (configuration not stated)
-0.4% | -1% | Cc1cc2c(c(=O)n1Cc1ccco1)C(c1cccnc1)C(C#N)=C(N)O2 (configuration not stated)
2.0% | -4% | Cn1c(SCC(=O)c2cccs2)nnc1-c1ccco1
-1.8% | 5% | COc1ccc2oc(=O)c(-c3csc(NC(=O)/C=C\C(=O)O)n3)cc2c1
-1.3% | -8% | COC(=O)Nc1cc(C)nc2ccccc12
-2.4% | · | CN(C)S(=O)(=O)N(CC(=O)Nc1cccc(F)c1)c1ccccc1
-2.5% | -12% | COc1ccc2c(c1)c(=O)oc1c(C)c3occ(C)c3cc12
3.7% | -3% | O=c1cc(CSc2ccccn2)c2ccccc2[nH]1
-3.4% | 4% | Cc1ccc(OCC(=O)NCc2ccc(Cl)cc2)c(Br)c1
-1.0% | 7% | Cn1c(SCc2cccc(C(F)(F)F)c2)nnc1-c1ccco1
8.9% | · | CC(C)CN(C(=O)CSc1nnc2ccccn12)c1c(N)n(CC(C)C)c(=O)[nH]c1=O
8.2% | 4% | O=C(Nc1ccc(Cl)c(Cl)c1)N(Cc1cccnc1)Cc1ccco1
0.1% | · | CN1CCN(C(=O)CN(CCc2ccccc2)S(C)(=O)=O)CC1
-4.6% | 2% | CC1CCCN(CCC(=O)c2ccc(Br)cc2)C1 (configuration not stated)
0.2% | · | CCCn1c(SCC(=O)Nc2nc3ccccc3s2)nc2c1c(=O)n(C)c(=O)n2C
-4.0% | 1% | CC(=O)Oc1ccc(-c2cccc(C(=O)NCCCO)c2)cc1
-5.7% | -2% | CC1(C)Oc2ccc(C(=O)NC3CCCC3)cc2N(CC(=O)N2CCOCC2)C1=O
1.8% | 4% | COc1ccc(C(=O)Nc2cc(C(F)(F)F)cc(C(F)(F)F)c2)cc1OC
-2.0% | · | O=S(=O)(c1cc(Cl)ccc1Cl)N1CCNCC1
1.0% | · | CCCn1cc(NC(=O)c2cc(-c3ccccc3)on2)cn1

Screens from PubChem.

These rows are one share of the data, so the mix of outcomes need not match the whole.
